# p47phox inh – blocks human p47phox regulatory protein of NADPH oxidases; P14598; p47phox/p22phox peptide binding, fluorescence polarization, 2 h; inhibition, % at 24.7 µM; 0.53% of 220,000 active; AID 1274;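 active = inhibition above about 30%, limit read from the data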;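 also: 0% = p47phox with labelled peptide and 100% = labelled peptide alone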
# Target sequence (P14598 whole entry, looked up): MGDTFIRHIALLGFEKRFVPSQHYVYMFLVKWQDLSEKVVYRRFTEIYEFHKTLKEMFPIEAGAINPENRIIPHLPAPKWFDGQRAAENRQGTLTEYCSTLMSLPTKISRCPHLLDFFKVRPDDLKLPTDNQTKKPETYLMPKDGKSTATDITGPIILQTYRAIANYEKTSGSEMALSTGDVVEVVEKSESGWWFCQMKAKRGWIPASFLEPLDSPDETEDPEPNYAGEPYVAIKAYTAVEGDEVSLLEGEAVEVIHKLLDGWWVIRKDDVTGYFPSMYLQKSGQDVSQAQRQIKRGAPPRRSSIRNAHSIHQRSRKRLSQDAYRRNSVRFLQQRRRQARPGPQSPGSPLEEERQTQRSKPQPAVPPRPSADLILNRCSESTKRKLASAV
# PPC-1+TRAIL kill – compounds killing PPC-1 cancer cells with TRAIL present (potentiator screen, no TRAIL-free arm); PPC-1 cells + TRAIL, ATPLite viability luminescence; cell killing (% activity), % at 4 µM; 0.41% of 220,000 active; AID 1443;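 active = cell killing above 50% in the first pass at 4 µM, then a duplicate retest at 5 µM averaging 50% or more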;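 also: plate controls were cells with TRAIL plus DMSO for no effect and medium-only wells lacking cells for full effect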
# CHOP inhibitor – blocks CHOP induction under ER stress; CHO-K1 CHOP-promoter luciferase, tunicamycin-induced, 15-18 h; 3.8% of 220,000 active; inhibition, % at 10 µM;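 active = compounds that reduced the stress-induced luciferase reporter signal by more than about 70% of percent inhibition, limit read from the data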;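 also: 0% = tunicamycin plus vehicle and 100% = wells without tunicamycin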
# MDM2 E3 inh – Mdm2 E3 ligase (human) inhibition; Q00987; cell-based MDM2 ubiquitination luciferase reporter, 2 h; 0 = plate control, 100 = twice control, blank-subtracted; signal enhancement, % at 5 µM; 0.11% of 210,000 active; AID 1230;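 active = signal enhancement of 30% or more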;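 also: luminescence tracks abundance of the self-degrading MDM2-luciferase fusion protein; higher signal means inhibition of MDM2 E3 ligase activity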
# Target sequence (Q00987 whole entry, looked up, the tested form may be a part): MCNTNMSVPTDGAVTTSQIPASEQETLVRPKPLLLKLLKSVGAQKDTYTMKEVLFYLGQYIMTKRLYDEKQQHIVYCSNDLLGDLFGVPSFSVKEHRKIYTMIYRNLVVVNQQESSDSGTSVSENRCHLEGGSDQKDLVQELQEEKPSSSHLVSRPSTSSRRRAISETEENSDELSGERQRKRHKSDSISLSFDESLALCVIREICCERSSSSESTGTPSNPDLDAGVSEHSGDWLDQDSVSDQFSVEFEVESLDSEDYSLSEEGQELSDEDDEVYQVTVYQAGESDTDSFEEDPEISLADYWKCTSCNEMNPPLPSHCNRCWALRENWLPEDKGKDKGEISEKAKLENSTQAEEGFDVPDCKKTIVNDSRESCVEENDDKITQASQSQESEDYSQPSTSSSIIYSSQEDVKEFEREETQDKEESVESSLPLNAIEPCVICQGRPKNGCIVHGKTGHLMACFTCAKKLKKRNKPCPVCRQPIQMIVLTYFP
#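 Test system: stable mammalian line carrying autodegrading MDM2–luciferase fusion reporter; quantity: 2000 cells in each well; times: 4 h cell settling then 2 h compound exposure, 37 °C; detection: luminescence with SteadyLite reagent, 15 min at room temperature; evaluation: percent signal gain over controls, blank-subtracted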
# EBV gp42 block – blocks Epstein-Barr virus glycoprotein 42 binding; Q1HVG2; Fluorescence polarization binding assay, mP read-out; inhibition, % (tested at 21.74 µM); 0.42% of 220,000 active; AID 1085; in the data active = inhibition above about 50%
# Target sequence (Q1HVG2 whole entry, looked up): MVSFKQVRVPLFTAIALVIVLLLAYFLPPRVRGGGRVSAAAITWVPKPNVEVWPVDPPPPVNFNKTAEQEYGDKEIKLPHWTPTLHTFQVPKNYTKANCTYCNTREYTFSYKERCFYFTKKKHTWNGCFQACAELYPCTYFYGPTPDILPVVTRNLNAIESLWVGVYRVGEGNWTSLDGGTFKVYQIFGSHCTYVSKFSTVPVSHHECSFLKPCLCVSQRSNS
# TRPML3 agonist – human mucolipin-3 channel agonism; 0.29% of 220,000 active; activation, % at 3 µM; HEK293 TRPML3-YFP, Fluo-8 calcium fluorescence; 100% = the carbachol control signal; Q8TDD5;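 active = activation above its plate's cutoff, the mean activation of the plate's test wells plus 3 SD, cut at about 12% in these data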;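 also: 0% = DMSO only wells and 100% = carbachol wells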
#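 Test system – HEK293 line with stable expression of human TRPML3-YFP channel · Control set – carbachol 87 µM final as high control (100%), DMSO as low control (0%) · Signal – Fluo-8 calcium dye fluorescence, ex 470-495, em 515-575 nm · Incubation – 1-h 37 °C dye load, 5-s basal, 120-s post-compound reads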
# TNF necrop inh – inhibitors of TNF-alpha induced necroptosis in Jurkat FADD-/- cells. 0.068% of 220,000 active. AID 463075. Jurkat FADD-/- TNF necroptosis rescue, ATP luminescence, 24 h; 0 = TNF only, 100 = no-TNF cells. activation (protection from cell death), % at 10 µM;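 active = activation, meaning protection from cell death, of at least 50% relative to plate controls; inactive = activation below 50%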;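 also: necroptosis triggered by 40 ng/mL TNF-alpha added together with compound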
# Runt-SMMHC FRET – inhibitors of human RUNX1 Runt domain binding to CBFb-SMMHC; inhibition, % at 20 µM; Q01196+Q13951; 0.74% of 220,000 active; Cerulean-Runt/Venus-CBFb-SMMHC FRET ratio 530/480, 1 h;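 active = mean inhibition across duplicate retests at 20 µM reaching about 50%, limit read from the data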;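 also: 0% = DMSO wells and 100% = wells with excess untagged CBFb-SMMHC; inhibitors lower the FRET ratio by blocking Runt binding to CBFb-SMMHC; some results filed as inactive read as strong as hits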
# zfTRPN1 agonist – agonists of zebrafish TRPN1 channel; HEK293 zebrafish TRPN1-YFP, Fluo-8 calcium fluorescence; 100% = response to 87 µM carbachol; activation, % at 3 µM; 0.18% of 220,000 active; AID 1424;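 active = activation above its plate's cutoff, the mean activation of test wells on that plate plus 3 SD, cut at about 19% in these data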;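 also: 0% = DMSO alone and 100% = 87 µM carbachol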
#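 Assay system: Zebrafish TRPN1-YFP in HEK293 cells | Incubation: Dye loading 1 h at 37 °C, then 30 min room temperature | Measured by: Kinetic Fluo-8 fluorescence, ex 470-495, em 515-575 nm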
# * = called active by the depositor; x = not tested or not shown. Compounds as they come; about 5.9% have a hit in one of these screens.
SMILES,p47phox inh,PPC-1+TRAIL kill,CHOP inhibitor,MDM2 E3 inh,EBV gp42 block,TRPML3 agonist,TNF necrop inh,Runt-SMMHC FRET,zfTRPN1 agonist
COC(=O)c1cc(=O)n(Cc2cccs2)c(=NCc2cccs2)s1,-17.1,35.0,30.4,-2.3,-7.0,0.4,0.1,-11.0,1.7
COc1cc([N+](=O)[O-])cc2sc(NC(=O)C3CC3)nc12,-7.2,5.2,-3.4,-3.9,2.3,0.4,2.7,-2.1,1.5
COC(=O)c1ccc2c(=O)n(Cc3ccc(C(=O)NC(C)C)cc3)c(=S)[nH]c2c1,-4.2,15.9,2.7,-8.9,-2.4,1.4,-13.4,-2.1,0.2
COc1ccc(NC(=O)CN2CC(c3ccccc3)CC2=O)cc1OC (configuration not stated),-4.3,9.8,9.4,-12.2,-8.4,0.6,0.4,-1.7,0.1
COc1ccccc1N1CCN(c2ncnc3nc[nH]c23)CC1,-3.8,13.5,32.0,-11.8,-3.0,0.0,-3.1,1.6,-0.8
O=C(NNC(=O)c1cc(-c2ccccc2)nn1-c1ccccc1)c1ccccc1,-11.4,14.6,-10.7,7.2,-12.8,0.2,4.6,0.6,-0.9
COc1ccc(-c2ccc(CCC(=O)O)n2NC(=O)c2ccc(C(C)(C)C)cc2)cc1,-1.8,6.0,43.1,-12.2,-4.0,0.5,0.8,7.7,0.2
[S-]C(=Nc1ccc(Cl)cc1)N[n+]1ccccc1,-6.4,30.6,-42.7,0.1,1.1,1.1,1.7,27.7,1.1
N#Cc1c(-c2ccccc2)c(-c2ccccc2)n(Cc2ccco2)c1NC(=O)c1cccs1,-20.1,-1.2,29.6,-16.8,-15.5,-0.9,-5.6,1.9,-2.5
CCOC(=O)CNC(=O)Nc1ccccc1C(=O)OC,-4.3,6.8,-5.8,-15.8,-16.0,0.8,-0.5,3.2,0.0
Cc1nc2cc3c(cc2c(C)c1C(=O)OC(C)C)OCO3,-10.4,28.2,1.2,-3.3,-17.5,0.8,1.3,5.6,0.9
CCOC(=O)COc1cccc2c(=O)n(CC(=O)N3CCCc4ccccc43)ccc12,-2.1,2.1,16.5,-12.4,0.2,0.1,-0.2,2.8,1.4
O=C(Nc1ccc(CN2CCCCC2)cc1)c1cccc(Br)c1,-0.7,6.7,8.7,-11.8,-8.8,1.2,6.5,2.9,1.2
COc1ccc(-c2noc(CCC(=O)NCCCN3CCN(c4ccccc4F)CC3)n2)cc1,-16.7,16.9,23.1,-8.4,-4.8,3.7,-0.1,1.2,6.7
O=C(NC(=S)Nc1ccc(N2CCOCC2)cc1)c1ccc(Cl)cc1,-11.0,18.0,23.7,-13.2,-17.2,0.7,0.9,-0.8,1.0
O=C(Nc1nc2ccc(Oc3ccccc3)cc2s1)c1cc([N+](=O)[O-])ccc1N1CCOCC1,-14.5,1.6,42.1,-8.6,7.5,0.9,2.8,-5.5,0.1
O=C(O)C1CSC(CCc2ccccc2)N1 (configuration not stated),-1.7,14.5,28.9,-1.0,-3.6,1.4,-0.1,-2.1,0.0
COc1cccc(Cn2c(Oc3cccc(C)c3)nc3c2c(=O)n(C)c(=O)n3C)c1,-2.1,4.5,78.7*,-19.9,0.7,-2.0,1.0,1.1,-3.0
CC(C)CCNc1c(-c2cccs2)nc2ccccn12,-13.9,3.1,32.9,-6.2,-14.7,-0.4,0.1,2.1,-2.8
CC(C)(C)NC(=O)c1cc(C(C)(C)C)c(O)c(C(C)(C)C)c1,4.4,23.7,58.0,-12.8,-20.9,-1.0,1.2,3.1,-2.4
CNC(=S)N1CCN(c2ccccn2)CC1,-0.8,-26.5,8.7,-5.4,-15.5,0.8,0.2,0.6,0.9
CN1CCN(Cc2nc3ccccc3c(=O)n2CC#N)CC1,5.8,12.4,-12.2,-11.9,-16.8,0.6,0.3,-1.5,1.3
CCCCOC(=O)Oc1ccc2c(=O)c(Oc3cc(C)cc(C)c3)coc2c1,-5.7,4.1,25.3,6.8,-0.4,-0.1,1.6,3.2,-1.9
N#Cc1cc(-c2ccc(Cl)cc2)cnc1Sc1ccc(F)cc1,-33.6,30.0,-0.3,-18.1,-1.1,0.5,-3.0,-1.9,0.1
Cc1ccc(/C=N/N2CCN(c3ccc(Cl)cc3)CC2)o1,-8.9,4.9,40.0,-8.7,-9.6,1.1,-7.5,2.1,0.8

# The list goes on, overlapping the part above by 4 compounds.
SMILES,p47phox inh,PPC-1+TRAIL kill,CHOP inhibitor,MDM2 E3 inh,EBV gp42 block,TRPML3 agonist,TNF necrop inh,Runt-SMMHC FRET,zfTRPN1 agonist
CN1CCN(Cc2nc3ccccc3c(=O)n2CC#N)CC1,5.8,12.4,-12.2,-11.9,-16.8,0.6,0.3,-1.5,1.3
CCCCOC(=O)Oc1ccc2c(=O)c(Oc3cc(C)cc(C)c3)coc2c1,-5.7,4.1,25.3,6.8,-0.4,-0.1,1.6,3.2,-1.9
N#Cc1cc(-c2ccc(Cl)cc2)cnc1Sc1ccc(F)cc1,-33.6,30.0,-0.3,-18.1,-1.1,0.5,-3.0,-1.9,0.1
Cc1ccc(/C=N/N2CCN(c3ccc(Cl)cc3)CC2)o1,-8.9,4.9,40.0,-8.7,-9.6,1.1,-7.5,2.1,0.8
CC(=O)Nc1ccc(S(=O)(=O)NCc2csc(-c3cccnc3)n2)cc1,-57.7,3.8,-14.4,-0.6,-7.1,-0.3,-0.7,0.4,0.1
COCCCNc1nc2nonc2nc1N1CCN2CCCC2C1 (configuration not stated),-2.4,-24.1,17.0,-4.5,0.1,0.2,2.2,-2.5,0.2
O=C(Cn1cncc1-c1ccc([N+](=O)[O-])cc1)Nc1ccccc1F,-4.2,24.2,3.4,-12.9,3.5,0.4,3.9,5.1,1.2
Cc1ccc(CN2C(=O)CCC2C(=O)NC(C)C)cc1 (configuration not stated),0.0,-8.7,7.3,-3.5,-22.4,0.2,0.7,-10.0,-1.1
CN(CC(=O)Nc1ccc(S(=O)(=O)N2CCCC2)cc1)Cc1cccc(Cl)c1Cl,-187.7,18.2,36.6,-0.8,3.7,4.7,2.9,4.6,0.5
CCCSc1ccc(C(=O)Nc2ccc(Cl)cc2)cn1,-6.6,11.7,39.6,-23.0,-4.9,2.4,-1.8,1.5,5.8
COC(=O)Nc1sc2c(c1C(=O)NCc1ccco1)CCC2,6.0,29.2,47.1,-4.2,-2.7,-0.2,-1.7,-5.2,-1.5
COC(=O)CC1SC(=O)NC1=Nc1ccccc1 (configuration not stated),-3.2,-1.7,-51.8,-11.7,3.1,0.4,-2.9,-5.2,0.9
N=C1CCCN1CC(=O)c1ccc(Cl)cc1,0.4,24.7,28.9,-13.6,-7.9,1.2,1.2,-2.8,2.2
CC(C)(C)c1ccc(OCC(=O)NCc2ccco2)cc1,-12.2,6.3,13.9,-35.1,-12.3,-0.3,1.3,2.8,-2.2
COC(=O)c1cc(C)sc1NC(=O)C1C2C=CC(CC2)C1C(=O)O (configuration not stated),-7.5,6.2,8.2,7.0,-8.7,0.8,0.9,-1.7,-0.1
CCOc1ccc(C(C)NC(=O)c2cccnc2OCC)cc1OCC (configuration not stated),-7.8,31.9,-4.3,3.9,-23.2,-1.0,4.5,0.3,0.6
Cc1ccc(NC(=O)CSC2=C(C#N)C(c3ccco3)CC(=O)N2)cc1 (configuration not stated),-5.7,22.4,-2.1,-14.2,-0.3,0.6,1.2,4.6,1.9
O=C(NNc1c(Cl)cncc1Cl)c1cccs1,-26.6,13.9,13.7,-8.7,-6.7,0.4,2.8,-0.5,0.8
Cc1cc(C)cc(N(CC(=O)N2CCn3c2nc2ccccc23)S(=O)(=O)c2c(C)noc2C)c1,-16.9,1.2,21.5,-4.6,-1.3,0.1,-1.8,0.9,0.7
Cc1ccc(C)c(NC(=O)CSc2nnc(-c3ccncc3)n2N)c1,34.1*,12.3,0.4,-10.5,2.0,0.3,0.4,-0.5,0.3
CCCNS(=O)(=O)c1ccc(CCC(=O)N2CCN(c3ccc(OC)cc3)CC2)cc1,-13.4,36.9,14.4,-15.6,-11.3,1.5,-2.0,-1.3,-0.4
Nc1nc(SCc2ccc([N+](=O)[O-])cc2)nc2nc3c(cc12)CCCC3,-14.3,31.9,-5.5,-11.4,5.9,-0.5,-0.9,-13.7,-2.2
COCCOC(=O)C1=C(N)OC2=C(C(=O)CC(C)(C)C2)C1c1cccnc1 (configuration not stated),0.5,5.7,10.1,-10.4,-9.6,0.6,-1.5,1.2,0.3
CC(C)c1ccccc1NC(=O)CNC(C)c1ccc(F)cc1 (configuration not stated),-9.6,-7.9,5.5,-6.8,1.7,0.1,0.6,1.6,-1.7
C=CCNCCOCCOc1ccc(C)cc1[N+](=O)[O-],-12.8,-33.1,-10.5,-0.5,-7.4,0.4,-3.3,2.5,1.8
Cc1c(C2CC(=O)N(c3ccccc3)C2=O)[nH]n(-c2ccccc2)c1=O (configuration not stated),3.9,-0.3,14.9,-12.7,7.2,0.1,0.4,-2.5,-1.4
CCC1Oc2ccc(Cl)cc2N(CC(=O)O)C1=O (configuration not stated),-16.1,-3.6,23.1,-22.2,-14.1,0.0,1.0,3.6,-0.1
CCOC(=O)Cn1c2ccc(F)cc2c2nc(C)sc21,-13.7,15.8,13.7,-3.0,8.7,0.2,0.5,-0.5,-0.8
Clc1cccc(NCc2nnc(SCc3ccccc3)o2)c1,6.4,17.6,70.8*,-4.5,4.2,-0.7,14.0,-4.8,-1.4

# The list continues.
SMILES,p47phox inh,PPC-1+TRAIL kill,CHOP inhibitor,MDM2 E3 inh,EBV gp42 block,TRPML3 agonist,TNF necrop inh,Runt-SMMHC FRET,zfTRPN1 agonist
COC(=O)c1c(N)sc(Cc2ccccc2)c1C,-4.1,-3.7,10.7,0.2,3.5,-0.3,-1.5,0.3,-1.1
Cc1c(Cc2ccccc2)sc(/N=C/c2c(O)ccc3ccccc23)c1C(N)=O,-56.7,9.1,26.4,-3.7,-22.7,1.2,-0.6,63.1*,1.5
COc1ccc(Cn2c(=O)sc3ccccc32)cc1,-15.4,0.8,-1.1,-5.9,-0.8,-1.4,0.6,1.7,-2.7
O=Cc1cn(-c2ccccc2)nc1-c1cccnc1,-8.2,10.1,-8.1,-1.1,-10.8,0.8,-1.4,-2.5,0.8
CCCSc1nc(C)cc(C)c1C(N)=O,-9.8,8.7,8.9,-24.8,-17.6,0.3,-0.6,-1.2,-0.2
COC(=O)c1cc(=O)n(-c2ccc(F)cc2)c(=Nc2ccc(F)cc2)s1,2.6,15.0,7.3,x,-10.2,0.8,-14.7,1.7,-2.6
CC(c1ccccc1)n1cc(C(=O)NCC2COc3ccccc3O2)nn1 (configuration not stated),-1.3,1.6,24.3,-13.3,-7.9,-0.6,1.4,-0.4,0.5
O=C(NC(=S)NCC1CCCO1)c1ccccc1[N+](=O)[O-] (configuration not stated),-2.4,9.5,17.3,7.0,-4.0,0.4,-1.4,-6.2,0.9

# Screening results as filed in PubChem BioAssay.
